# GALK inh = qHTS Assay for Inhibitors of Human Galactokinase (GALK) | P51570 | Purified GALK, Kinase-Glo residual ATP luminescence | Potency, µM (series often up to 57.5 µM), without a hit: top-dose activity change, negative = inhibition, hits mostly inhibitors | hit rate 0.007% among 270,000 | AID 1868, 2009; further: potency means the concentration at half of the fitted maximal effect; on the % scale 0 is the no-effect control and ±100 the full control effect
#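 Kinase-Glo Plus luminescence measured ATP left after a 1 h room-temperature reaction. The reaction used 5 nM GALK, 100 uM galactose and 35 uM ATP at pH 8.0 (20 mM HEPES, 5 mM MgCl2, 60 mM NaCl, 1 mM DTT, 0.01% BSA).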
# PKM2 activator = qHTS Assay for Activators of Human Muscle isoform 2 Pyruvate Kinase | Potency, µM (series often up to 57.5 µM), without a hit: at the highest dose activation, actives largely listed as activators | AID 1631, 2009 | Pyruvate kinase PKM (Homo sapiens), P14618 | hit rate 0.34% among 260,000 | purified PKM2, Kinase-Glo ATP luminescence, activation; response scale: 0% is enzyme alone, no compound; further: potency means the concentration at half of the fitted maximal effect; on the % scale 0 is the no-effect control and ±100 the full control effect; nearly all actives have a fitted effect of over 55% in size
#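 hPK-M2, >95% pure; 0.1 mM ADP / 0.5 mM PEP final; imidazole pH7.2 buffer w/ 7 mM MgCl2, 50 mM KCl; 1 h RT; Kinase-Glo lum. Intermediate enzyme activity for dual inhibitor/activator qHTS.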
# ASM inhibitor = Inhibitors of Secretory Acid Sphingomyelinase (S-ASM): qHTS. placental ASM, HMU-PC fluorogenic substrate, 60 min. Potency, µM (highest dose often 57.5 µM), inactives show at the top dose activity change, negative = inhibition, usual class: inhibitors. hit rate 0.006% among 340,000. AID 504937, 2011; further: potency means the concentration at half of the fitted maximal effect
#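 Fluorescence read-out (Ex 386 nm, Em 447 nm) after stopping the reaction at pH 10. Enzyme: ASM from human placenta; substrate HMU-PC0, 9 uM final; 60 min, 37 °C. Compound preincubation 10 min, ambient temperature.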
# Coupling enz = qHTS Assay for Inhibitors of Fructose-1,6-bisphosphate Aldolase from Giardia Lamblia: Coupling assay counterscreen; AID 2472, 2010; activity change, negative = inhibition, % at 58.2 µM, hits read low; hit rate 0.67% among 290,000; coupling enzyme system counterscreen, AmpLite Red fluorescence; in the data active means activity change below about -30%; further: on the % scale 0 is the no-effect control and ±100 the full control effect
#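 Final compound at 57.5 uM, incubated 10 min at RT with coupling enzyme reagent (glyceraldehyde-3-phosphate), then 20 min with substrate and AmpLite Red detection. Fluorescence read at 525/598 nm; tests interference with the coupling assay, not aldolase inhibition.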
# B2AR arrestin = qHTS assay of beta-arrestin-biased ligands of beta2-adrenergic receptor | Beta-2 adrenergic receptor (Homo sapiens), P07550 | beta-arrestin recruitment to beta2AR, cell-based reporter | Potency, µM (doses to about 46.1 µM), inactives show top-dose activation, hits mostly activators | hit rate 0.02% among 330,000 | AID 492947, 2010;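 further: potency means the concentration at half of the fitted maximal effect; 0% = DMSO controls and full agonism = EC100 isoproterenol or metaproterenol; nearly all actives have a fitted effect of over 65% in size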
# Target sequence (P07550 whole entry, looked up): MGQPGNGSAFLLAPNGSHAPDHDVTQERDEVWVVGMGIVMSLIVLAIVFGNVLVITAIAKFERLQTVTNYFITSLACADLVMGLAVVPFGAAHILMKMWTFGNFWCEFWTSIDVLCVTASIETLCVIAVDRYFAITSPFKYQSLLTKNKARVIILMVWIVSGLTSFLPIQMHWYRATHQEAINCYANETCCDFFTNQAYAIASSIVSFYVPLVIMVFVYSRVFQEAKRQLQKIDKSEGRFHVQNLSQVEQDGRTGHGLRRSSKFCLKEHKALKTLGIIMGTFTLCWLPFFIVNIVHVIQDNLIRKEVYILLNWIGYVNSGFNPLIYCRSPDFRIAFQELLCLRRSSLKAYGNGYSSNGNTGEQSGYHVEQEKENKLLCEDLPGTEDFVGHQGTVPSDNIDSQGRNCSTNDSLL
# Giardia killer = Small Molecules that selectively kill Giardia lamblia: qHTS; Giardia lamblia trophozoite viability; hit rate 0.15% among 340,000; activity change, % at 7.66 µM, hits read low; AID 540267, 2011; in the data active means activity change below about -80%; inconclusive means between about -30% and that limit;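 further: parasites exposed to compound for two days anaerobically before the ATP read; on the % scale 0 is the no-effect control and ±100 the full control effect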
#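 Compounds were tested on trophozoites seeded at 100 cells/well and held 48 hrs at 37 deg C anaerobically. An ATP-based luminescent kit measured the remaining live cells.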
# Tb PFK block = qHTS Assay to Find Inhibitors of T. brucei phosphofructokinase; ATP-dependent 6-phosphofructokinase (Trypanosoma brucei brucei), O15648; T. brucei PFK, ADP-Glo luminescence; Potency, µM (top dose mostly 57.5 µM), for the others: at the highest dose activity, negative = inhibition, usual class: inhibitors; hit rate 0.17% among 330,000; AID 485367, 2010;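 further: potency means the concentration at half of the fitted maximal effect; 0% = uninhibited 1x PFK enzyme wells and -100% = no-enzyme wells; nearly all actives have a fitted effect of over 60% in size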
#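 PFK 1.25 nM, F6P 0.5 mM, ATP 0.1 mM, 0.1 M TEA pH 8.0, 5 mM MgCl2, 0.01% Tween20, 0.1% BSA; 45 min RT. ADP-Glo readout. qHTS titration up to 57 uM; curves fitted, compounds curve-classed.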
# Chronic BCR inh = qHTS Assay to Find Inhibitors of Chronic Active B-Cell Receptor Signaling | ABC-DLBCL IkBa-CBG/CBR reporter, luminescence ratio, 4 h | Potency, µM (doses to about 46.1 µM), for inactives: at the top dose ratio change, negative = lower green/red ratio, actives largely listed as inhibitors | hit rate 0.05% among 340,000; active means well fitted inhibition curve with a large enough effect in the signal ratio, with a control signal flat, not every such curve was filed as active; inconclusive means small, poorly fitted or top-dose-only effect, or effect the other way, or a change in a side signal; the % refers to the signal ratio;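 further: potency means the concentration at half of the fitted maximal effect; plate controls were basal doxycycline-induced cells for no effect and cells given 10 µM MG132 for full effect; MG132 reads +100%, hits lower the ratio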
#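 TMD8 ABC-DLBCL cells carrying doxycycline-inducible green luciferase fused to IkappaBalpha plus unfused red luciferase were exposed to compounds (up to 46 uM) for 4 hrs at 37C. Activity came from the overlap-corrected green/red luminescence ratio.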
# TSG101-PTAP inh = qHTS Assay for Iinhibitors of HIV-1 Budding by Blocking the Interaction of PTAP/TSG101. 340,000 tested, under 10 active. Fluorescence polarization, FITC-PTAP peptide / Tsg101 binding. Tumor susceptibility gene 101 protein (Homo sapiens), Q99816. Potency, µM (series often up to 115 µM), for inactives: at the top dose activity change, negative = inhibition, usual class: inhibitors; active means well fitted inhibition curve with a large enough effect in the main read-out, with a control signal flat, not every such curve was filed as active; inconclusive means small, poorly fitted or top-dose-only effect, or effect the other way, or a change in a side signal; inactive means no such curve, though single readings can be large or run the other way; further: potency means the concentration at half of the fitted maximal effect; % of control where 0% means no effect
# Target sequence (Q99816 whole entry, looked up): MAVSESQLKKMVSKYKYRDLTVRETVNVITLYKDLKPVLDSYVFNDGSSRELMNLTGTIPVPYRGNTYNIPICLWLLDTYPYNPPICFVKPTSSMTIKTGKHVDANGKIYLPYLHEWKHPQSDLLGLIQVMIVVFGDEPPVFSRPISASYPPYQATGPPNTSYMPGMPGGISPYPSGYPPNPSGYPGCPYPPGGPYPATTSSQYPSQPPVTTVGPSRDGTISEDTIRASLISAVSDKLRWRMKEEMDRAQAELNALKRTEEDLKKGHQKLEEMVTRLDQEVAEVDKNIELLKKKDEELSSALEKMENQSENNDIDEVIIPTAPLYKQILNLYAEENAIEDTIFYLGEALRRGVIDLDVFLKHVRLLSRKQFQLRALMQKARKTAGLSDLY
#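 Compounds were pin-transferred onto Tsg101 binding domain (10 uM final) in HEPES pH 7.5 buffer, then FITC-PTAP peptide was added at 50 nM final. After 20 min at RT, polarization reported peptide displacement across a qHTS concentration series.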
# Menin-MLL TR inh = qHTS Assay for Inhibitors Targeting the Menin-MLL Interaction in MLL Related Leukemias: Competition With Texas Red Labeled MLL-derived Mutant Peptide; O00255; AID 1768, 2009; hit rate 0.23% among 270,000; Potency, µM (titrated, usually from 61.6 µM), for the others: at the top dose FP activity change, negative = inhibition, most hits filed as inhibitors; Menin + Texas Red MLL mutant peptide, fluorescence polarization; active means well fitted inhibition curve with a large enough effect in the polarisation, with a control signal flat, not every such curve was filed as active; inconclusive means small, poorly fitted or top-dose-only effect, or effect the other way, or a change in a side signal; inactive means no such curve, though single readings can be large or run the other way; the % refers to the polarisation; further: potency means the concentration at half of the fitted maximal effect; % of control where 0% means no effect; many of its hits are not listed in these tables
# a7 integrin act = qHTS for Activators of Integrin-Mediated Alleviation for Muscular Dystrophy; alpha7betagal myoblasts, beta-gal FDG fluorescence, 48 h; Potency, µM (titrated, usually from 38.3 µM), without a hit: top-dose activation, hits mostly activators; hit rate 0.064% among 350,000; AID 624291, 2012;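 further: potency means the concentration at half of the fitted maximal effect; 100% = response of the positive control SU9516; nearly all actives have a fitted effect of over 60% in size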
#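 alpha7betagal+/- myoblasts (passage 13, 250/well) treated 48 h at 37C with compounds at 1:260 dilution of DMSO stock. Lysed, then beta-galactosidase activity read as FDG fluorescence (ex 480/em 540) after 30 min, with pre-read for autofluorescence.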
# Starred values were filed as active, the others as inactive; ? = inconclusive; . = not tested or not shown; [ ] = another dose, or the depositor's remark. Unless noted, the call rests on the fitted dose curve; in most records, active means well fitted curve in the direction sought with a large enough effect; inconclusive means small, poorly fitted or top-dose-only effect, or another doubt; inactive means no such curve, though single readings can be large; an effect the other way counts as inactive or inconclusive. This is a subset (hit frequency here may not be typical).
SMILES,GALK inh,PKM2 activator,ASM inhibitor,Coupling enz,B2AR arrestin,Giardia killer,Tb PFK block,Chronic BCR inh,TSG101-PTAP inh,Menin-MLL TR inh,a7 integrin act
CN1Cc2cc(C(=O)c3cc(Cl)cc(CSc4ncccn4)c3O)cnc2NC1=O,-3%,7%,.,5,-0.9%,.,-1%,?,.,3%,.
CCOC(=O)C1=C(C)NC(C)=C(C(=O)OCC)C1C(=O)OCC(=O)N(C)C1CCS(=O)(=O)C1 (stereo unspecified),16%,.,88%[activator],0,-1.1%,11,-2%,-2%,-1%,0%,?
Cc1ccc(OCCn2c(=O)n(C)c3ccccc32)cc1,10%,-27%,-1%,-1,2.4%,-19,-6%,11%,-9%,?,-16%
CCCS(=O)(=O)N1CCN(S(=O)(=O)c2ccccc2)CC1,0%,?,-1%,1,0.3%,11,4%,8%,-5%,5%,19%
CN(C(=O)CN1C(=O)S/C(=C\c2cccc(Cl)c2)C1=O)C1CCS(=O)(=O)C1 (stereo unspecified),3%,.,0%,.,0.4%,8,-2%,?,0%,.,0%
O=[N+]([O-])c1ccc(CSc2nnc(Cc3ccccc3)n2-c2ccc(F)cc2)cc1,1%,7%,-3%,-1,0.5%,29,0%,?,-2%,-13%,10%
Cc1csc2c(SCC(=O)NNS(=O)(=O)c3cccc(C(F)(F)F)c3)ncnc12,0%,1%,0%,5,-0.4%,3,18%,1%,0%,.,8%
CCOC(=O)C1(Cc2cccc(Cl)c2)CCCN(C(=O)c2c(CC)noc2C)C1 (stereo unspecified),0%,.,-1%,-4,0.1%,5,0%,?,-3%,-21%,-39%
CCCn1c2ccccc2c2cnn(CC(=O)NC3CCCCC3C)c(=O)c21 (stereo unspecified),-8%,.,-4%,.,-0.1%,1,2%,3%,1%,.,22%
Cc1cc(-c2nnc(CCC(=O)NC(c3ccccc3)c3ccccc3)o2)no1,10%,-8%,2%,1,-0.4%,8,-11%,3%,-1%,-2%,-25%
CCc1nnc(NC(=O)CN2CCN(Cc3ccc(F)cc3)CC2)s1,5%,9%,2%,0,-0.1%,-3,-4%,-1%,0%,-9%,3%
Cc1ccc(S(=O)(=O)N(C)C)cc1NC(=O)CCCNC(=O)c1ccc(Cl)cc1,-1%,-1%,-2%,-1,-1.0%,-3,-2%,6%,-2%,-1%,11%
CCOCCCNC(=O)c1ccc(C2SCC(=O)N2Cc2ccccc2)cc1 (stereo unspecified),-3%,2%,0%,0,-1.1%,-14,0%,-8%,-3%,-18%,-1%
O=C1C2C3C=CC(CC3)C2C(=O)N1/N=C/c1c(O)ccc2ccccc12 (stereo unspecified),5%,-4%,1%,0,-0.9%,-4,-14%,3%,-1%,-2%,22%
CCN(C(=O)COC(=O)c1ccc(OCc2c(C)noc2C)cc1)c1ccccc1,2%,2%,-4%,3,0.0%,-21,1%,-30%,-5%,.,-10%
FC(F)Oc1ccc(NC(=S)NCc2ccco2)cc1Cl,8%,-1%,3%,-1,0.3%,-19,-1%,2%,1%,?,-15%
C1=C(c2ccccc2)CCN(c2ncnc3nc[nH]c23)C1,-3%,-9%,0%,-1,-0.4%,16,0%,?,0%,-9%,-4%
COc1ccc2cc3c(N)nn(C(=O)c4cccc([N+](=O)[O-])c4)c3nc2c1,-2%,11%,.,2,-0.8%,-24,0%,-7%,0%,1%,41%
COc1ccc(C(=O)NCCc2cc3ccc(C)c(C)c3[nH]c2=O)cc1OC,-1%,-1%,-4%,3,7.3%,0,1%,-3%,2%,-3%,-15%
CCn1c(C)cc(/C=C2\NC(=O)N(Cc3ccc(Cl)cc3)C2=O)c1C,5%,-16%,32%[activator],2,0.1%,-16,-4%,4%,-2%,?,14%
COc1ccc(NS(=O)(=O)c2ccc(C)c(NC(=O)CNC(=O)c3ccco3)c2)cc1,.,.,1%,.,0.0%,-13,-3%,?,-2%,.,14%
CCC(=O)Nc1ccccc1C(=O)OCC(=O)Nc1ccc(S(N)(=O)=O)cc1,0%,2%,1%,1,-1.8%,6,0%,?,-1%,13%,-16%
CC(C)n1cnnc1SCC(=O)Nc1ccc(N2CCCCC2)cc1,.,.,3%,.,3.4%,-28,1%,1%,-3%,.,-4%
COC(=O)C1=C(C)NC(=O)NC1c1ccccc1Cl (stereo unspecified),0%,3%,-3%,-1,-0.6%,24,-1%,1%,1%,8%,10%
CN(C(=O)COC(=O)CNS(=O)(=O)/C=C/c1ccccc1)C1CCS(=O)(=O)C1 (stereo unspecified),4%,-4%,-3%,2,0.3%,10,-4%,-1%,-6%,-2%,12%
# More compounds:
SMILES,GALK inh,PKM2 activator,ASM inhibitor,Coupling enz,B2AR arrestin,Giardia killer,Tb PFK block,Chronic BCR inh,TSG101-PTAP inh,Menin-MLL TR inh,a7 integrin act
CC1CC(c2ccccc2)n2nc(NC(=O)c3ccco3)nc2N1 (stereo unspecified),1%,-5%,3%,3,0.1%,7,18%,7%,-3%,5%,-9%
CSc1ncc(CO)n1Cc1ccccc1,2%,-1%,-1%,0,-0.1%,10,-4%,0%,0%,4%,5%
COc1ccc(C)c2sc(N(CCCN(C)C)C(=O)c3ccc4c(c3)OCCO4)nc12,.,.,-1%,.,0.0%,34[activator],6%,?,0%,.,-47%[inhibitor]
CN(C)CCN(C(=O)c1cccc2ccccc12)c1nc2cc3c(cc2s1)OCO3,4%,1%,0%,1,-0.6%,-5,1%,5%,0%,-9%,21%
O=C(COC(=O)C12CC3CC(CC(C3)C1)C2)N1CCN(S(=O)(=O)c2ccccc2)CC1,0%,4%,2%,1,-0.1%,-3,2%,-2%,-3%,-2%,3%
COc1cc(NC(=O)Cn2ccsc2=N)c(C)cc1[N+](=O)[O-],2%,-4%,-5%,0,-0.6%,29,3%,6%,-14%,0%,-1%
COc1ccc(S(=O)(=O)N2CCN(C(=O)/C=C/c3ccco3)CC2)cc1,.,.,-20%,.,-0.5%,-8,0%,-2%,-2%,.,34%
CN(C(=O)C1CCCN(S(=O)(=O)c2cccc([N+](=O)[O-])c2)C1)C1CCS(=O)(=O)C1 (stereo unspecified),-3%,4%,7%,0,-0.2%,3,-9%,0%,0%,-2%,3%
COc1ccccc1NC(=O)N1CCCC1C(=O)NC1CCCCC1 (stereo unspecified),0%,1%,-6%,-2,-0.1%,10,-7%,8%,-3%,14%,22%
Cc1cc(C)cc(NC(=O)C2C3C=CC4(O3)C2C(=O)N(CCCN2CCCCC2)C4C(=O)NC2CCCCC2)c1 (stereo unspecified),13%,6%,-2%,2,-0.7%,8,0%,?,-1%,-28%,-13%
O=C(O)c1ccccc1C(=O)Nc1ccc(S(=O)(=O)NC2CCCCC2)cc1,.,-4%,8%,1,-1.0%,12,-1%,6%,-1%,-2%,0%
Cn1c2ccccc2c2cc(/C=N/NC(=O)c3cc(O)ccc3O)ccc21,-1%,8%,-14%,-5,-0.9%,-7,-15%,?,-6%,?,-8%
N#C/C(=C\c1ccccc1)C(=O)NCCN1CCOCC1,-2%,-1%,-1%,1,-0.1%,0,-1%,0%,0%,1%,6%
CC(C)OCCCNC(=O)CN1C(=O)CC(C)(C)S(=O)(=O)c2ccccc21,1%,-6%,2%,-1,-0.4%,-6,2%,19%,0%,7%,14%
CCCCCC(=O)Nc1cc(N(C)C)nc2ccccc12,0%,-5%,195%[activator],-1,-0.3%,7,3%,?,-4%,5%,12%
CCC(C)NC(=O)c1ccc(NC(=O)CC2SC(N3CCCCC3)=NC2=O)cc1 (stereo unspecified),.,.,4%,.,0.3%,-30,-6%,-4%,-1%,.,-44%[inhibitor]
Cc1cc(-c2nnnn2-c2ccc(C(F)(F)F)cc2)no1,-2%,-1%,4%,1,4.6%,-20,1%,-5%,-3%,.,4%
